TDP1 cell CPT: qHTS for Inhibitors of human tyrosyl-DNA phosphodiesterase 1 (TDP1): qHTS in cells in presence of CPT; chicken DT40 Tdp1-/-;hTDP1 cells + 20 nM CPT, ATP luminescence, 48 h; Potency, µM (series often up to 46.2 µM), for inactives: top-dose activity change, negative = growth inhibition, most hits filed as inhibitors; AID 686979, 2013; 12% of 420,000 active; note: nearly all actives have a fitted effect of over 55% in size
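Cell growth measured by CellTiter-Glo luminescence after a minimum 48 h, 37 C compound exposure with 20 nM CPT in Tdp1-knockout DT40 cells stably expressing hTDP1, seeded 400/well; qHTS titration format.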
DT40 TDP1 no CPT: qHTS for Inhibitors of human tyrosyl-DNA phosphodiesterase 1 (TDP1): qHTS in cells in absence of CPT | DT40 Tdp1-/- hTDP1 cells, no CPT, ATP luminescence, 48 h | Potency, µM (series often up to 46.2 µM), inactives show at the highest dose activity change, negative = growth inhibition, usual class: inhibitors | 15% of 420,000 active | AID 686978, 2013; note: nearly all actives have a fitted effect of over 55% in size
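Chicken DT40 Tdp1-/- cells complemented with human TDP1, screened without camptothecin (DMSO vehicle only), 400 cells/well. Compounds pin-transferred, cells incubated at 37 °C for at least 48 hr. Growth read as ATP-dependent luminescence (CellTiter-Glo, 30 min at RT).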
GCN5L2 inh: qHTS Assay for Inhibitors of GCN5L2. 0.21% of 390,000 active. Histone acetyltransferase KAT2A (Homo sapiens), Q92830. GCN5L2 HAT assay, ThioGlo1 CoA-SH fluorescence. Potency, µM (top dose mostly 58.9 µM), for the others: at the top dose activity change, negative = inhibition, actives largely listed as inhibitors
Target sequence (Q92830 whole entry, looked up): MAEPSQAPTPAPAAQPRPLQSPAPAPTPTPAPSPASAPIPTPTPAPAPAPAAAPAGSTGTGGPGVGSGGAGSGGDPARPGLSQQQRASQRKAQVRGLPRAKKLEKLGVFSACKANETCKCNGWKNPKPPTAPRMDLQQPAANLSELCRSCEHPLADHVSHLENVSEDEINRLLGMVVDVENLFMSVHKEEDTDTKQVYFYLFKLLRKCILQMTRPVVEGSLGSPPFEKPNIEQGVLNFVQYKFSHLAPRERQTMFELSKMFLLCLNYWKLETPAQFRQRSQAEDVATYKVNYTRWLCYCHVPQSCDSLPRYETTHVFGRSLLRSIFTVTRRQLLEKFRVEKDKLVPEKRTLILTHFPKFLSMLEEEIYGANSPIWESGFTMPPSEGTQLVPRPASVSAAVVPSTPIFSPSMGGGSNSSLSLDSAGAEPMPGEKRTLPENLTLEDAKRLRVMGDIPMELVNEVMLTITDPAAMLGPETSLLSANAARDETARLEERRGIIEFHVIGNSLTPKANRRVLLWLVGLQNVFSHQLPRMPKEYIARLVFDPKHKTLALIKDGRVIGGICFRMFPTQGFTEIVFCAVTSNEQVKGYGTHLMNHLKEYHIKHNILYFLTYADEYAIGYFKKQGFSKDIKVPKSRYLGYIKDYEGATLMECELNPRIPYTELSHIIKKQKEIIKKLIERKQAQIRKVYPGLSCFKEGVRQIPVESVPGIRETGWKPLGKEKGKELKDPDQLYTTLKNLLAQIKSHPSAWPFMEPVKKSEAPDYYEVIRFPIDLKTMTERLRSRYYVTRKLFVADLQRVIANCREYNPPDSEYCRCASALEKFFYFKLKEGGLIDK
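Free CoA generated was detected with ThioGlo1 (50uM) fluorescence at Ex340nm/Em540nm, read immediately and after 20 min at room temperature. Enzyme, 20 nM in HEPES pH 7.5 buffer, saw compounds 15 min before adding 75uM H3(1-25) peptide and 70uM acetyl-CoA.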
The depositor's hits bear a star; u = inconclusive; x = not tested or not shown; & = joins results of further samples. Calls come from the whole dose curve; as a rule, active = well fitted curve in the direction sought with a large enough effect; inconclusive = small, poorly fitted or top-dose-only effect, or another doubt; inactive = no such curve, though single readings can be large; an effect the other way counts as inactive or inconclusive. % is set by controls: 0 for no effect and ±100 for the full control effect; potency is the fitted concentration of half-maximal effect. An unsorted share of the library. About 18% of those tested had a hit in this group.

SMILES	TDP1 cell CPT	DT40 TDP1 no CPT	GCN5L2 inh
O=C(O/N=C1\CCCc2ccccc21)c1ccc(F)cc1	-18.1%	-9.2%	-0.3%
CCOc1ccc(NS(=O)(=O)c2ccc3[nH]cc(C(=O)NCCOC)c(=O)c3c2)cc1	-11.7%&-1.5%	-5.3%&-4.6%	-0.3%&-11.6%
O=C(CSc1nc2[nH]ncc2c(=O)n1-c1ccccc1Br)NCc1ccco1	-3.0%	-25.1%	-7.6%
CC1(C(=O)O)CCN1C(=O)c1ccccc1F (stereo unspecified)	0.6%	-7.0%	x
Cc1cc2nc(-c3ccc(F)cc3)c(Cc3cccc(Cl)c3)n2c(C)c1Br	23.1µM*	u	x
CC(=O)Nc1cccc(C(=O)OCC(=O)Nc2ccc(Cl)cn2)c1	-12.1%	-18.0%	-8.2%
CC1=C(C(N)=O)C(c2cccc(C)c2)n2nc(-c3cccc(C)c3)nc2N1 (stereo unspecified)	u	u	-2.8%
Cn1c(=O)c2ccccc2n(CC(=O)NC2CCCCC2)c1=O	-27.3%	-28.5%	-5.0%
CC(=O)Nc1ccc(CN(C)c2c(C)nc3ccc(C(=O)NCCCn4ccnc4)cn23)cc1	12.0%	7.1%	x
Clc1ccccc1C(c1nnnn1Cc1ccco1)N1CCN(Cc2ccco2)CC1 (stereo unspecified)	-10.4%	u	0.7%
Cc1ccc(CCNC(=O)C(C)n2nc(C)c3c(C)n(-c4ccc(C)cc4)nc3c2=O)cc1 (stereo unspecified)	20.6µM*	20.6µM*	-0.2%
O=[N+]([O-])c1cc(C(F)(F)F)ccc1NC1CCN(Cc2ccccc2)C1 (stereo unspecified)	u	-19.6%	-2.2%

The last four entries of the section above open the next one:
SMILES	TDP1 cell CPT	DT40 TDP1 no CPT	GCN5L2 inh
CC(=O)Nc1ccc(CN(C)c2c(C)nc3ccc(C(=O)NCCCn4ccnc4)cn23)cc1	12.0%	7.1%	x
Clc1ccccc1C(c1nnnn1Cc1ccco1)N1CCN(Cc2ccco2)CC1 (stereo unspecified)	-10.4%	u	0.7%
Cc1ccc(CCNC(=O)C(C)n2nc(C)c3c(C)n(-c4ccc(C)cc4)nc3c2=O)cc1 (stereo unspecified)	20.6µM*	20.6µM*	-0.2%
O=[N+]([O-])c1cc(C(F)(F)F)ccc1NC1CCN(Cc2ccccc2)C1 (stereo unspecified)	u	-19.6%	-2.2%
Cc1cc2c(=O)oc(-c3ccccc3Br)nc2s1	1.5%	-15.7%	-6.8%
N#Cc1c(NC(=O)CN2CCOCC2)oc(-c2ccccc2)c1-c1ccccc1	4.9%	2.9%	-5.6%
Cc1noc(-c2ccc(-c3noc(-c4ccc([N+](=O)[O-])c(C)c4)n3)cc2)n1	-4.5%	-2.0%	3.2%
CCOc1ccc(NC(=O)COc2ccc(OC)cc2)cc1	-14.0%	-5.1%	-4.1%
O=C(CCCSc1nc2ccccc2[nH]1)Nc1nnc(-c2ccccc2)o1	-24.3%	u	23.9%
CCc1ccc(C2N(c3ccc(OC)cc3)C(=O)C3CCCN32)cc1 (stereo unspecified)	4.2%	-15.7%	-3.5%
COc1ccc(-c2cc(C(=O)N3CCc4ccccc4C3)no2)cc1OC	u	-26.1%	-14.5%
COC(=O)c1cc(NC(=O)c2cccc([N+](=O)[O-])c2C)ccc1Cl	-23.9%	16.4µM*	-5.9%
COc1ccccc1CNC(=O)C(C)NS(=O)(=O)c1ccc(Br)cc1 (stereo unspecified)	-10.8%	u	-1.0%
CCC(C)(C(=O)NC1CCCC1)N(Cc1ccco1)C(=O)c1ccc2c(c1)OCO2 (stereo unspecified)	9.2µM*	7.31µM*	-1.3%
O=C(Cn1cc2c(n1)CCCC2)N1CCCc2ccccc21	-18.9%	-9.9%	2.2%
C[C@@H]1CN([C@@H](C)CO)C(=O)c2cc(Br)cnc2O[C@H]1CN(C)Cc1ccc(-c2ccccc2)cc1	u	u	x

Rewritten as a markdown table: entries from further up.
| canonical_smiles | TDP1 cell CPT | DT40 TDP1 no CPT | GCN5L2 inh |
| --- | --- | --- | --- |
| Clc1ccccc1C(c1nnnn1Cc1ccco1)N1CCN(Cc2ccco2)CC1 (stereo unspecified) | -10.4% | u | 0.7% |
| Cc1ccc(CCNC(=O)C(C)n2nc(C)c3c(C)n(-c4ccc(C)cc4)nc3c2=O)cc1 (stereo unspecified) | 20.6µM* | 20.6µM* | -0.2% |

Continued:
SMILES	TDP1 cell CPT	DT40 TDP1 no CPT	GCN5L2 inh
COc1cc(C)c2c(=O)cc(-c3ccccc3)oc2c1	u	u	-14.5%
O=C(/C=C/c1cccs1)N1CCC2(CC1)Oc1ccc(Cl)cc1C(=O)C21CC(c2cccnc2)=NO1 (stereo unspecified)	u	u	-16.0%
CCC(C(=O)Nc1ccc(C(=O)OC)cc1)n1nc(-c2ccc(C)c(C)c2)ccc1=O (stereo unspecified)	u	u	-0.4%
COc1ccc(NC(=O)CSc2nc(N)c3cc4c(nc3n2)CC(C)(C)OC4)cc1	u	-26.0%	-29.3%
CCOc1cccc(C(=O)N2CCCCC2c2cccnc2)c1 (stereo unspecified)	-9.8%	-12.2%	-1.1%
COc1ccc(S(=O)(=O)Nc2cccc3c2O[C@H](CN(C)CC2CCCCC2)[C@@H](C)CN([C@H](C)CO)C3=O)cc1	-5.3%	2.0%	1.9%
CC(=O)Nc1ccccc1NC(=O)c1cc(C)cc(C)c1	u	u	-28.6%
Cc1[nH]c2ccccc2c1C(=O)C(=O)NC1CC(=O)N(c2cccc(F)c2)C1 (stereo unspecified)	-1.1%	u	-1.7%
Cc1cc(C)c(NC(=O)c2ccoc2C)c(C)c1	-23.7%	u	-9.3%
CCOC(=O)N1CCN(C(=O)C(=O)Nc2sc3c(c2C(N)=O)CC(C)(C)OC3)CC1	-2.5%	0.6%	-15.2%
COc1cccc(-c2nc(NCc3ccccc3OC)c3ccccc3n2)c1	u	u	-0.8%
CC(Sc1nnc(-c2cccnc2)n1-c1ccccc1)C(=O)NCc1ccc2c(c1)OCO2 (stereo unspecified)	-8.5%	-5.1%	-18.8%
Cc1ccc(-n2c(N)cc(=O)nc2SCC(=O)N2CCN(c3ccccc3)CC2)cc1	0.9%	15.2%	-3.7%
COc1ccc(C(C)C)cc1S(=O)(=O)N1CCN(C)CC1	-16.4%	-12.5%	0.0%
CCCCn1nnnc1C(c1cc2ccccc2o1)N1CCN(c2cc(C)nc3ccccc23)CC1 (stereo unspecified)	u	u	x
Cc1cc(C)n(C(=O)CSc2nnc(SCC(=O)n3nc(C)cc3C)s2)n1	-2.0%	-4.9%	-0.9%
COc1cccc(C(=O)CSc2nnc(-c3cc(OC)cc(OC)c3)o2)c1	-23.1%	-14.7%	1.7%
CC(c1ccccc1)C1CC(=O)N(c2ccc(C(=O)O)cc2)C1=O (stereo unspecified)	-12.1%	-9.9%	-6.5%
Cc1cccc(N2CCN(C(=O)Cn3ncc4c5ccccc5n(C)c4c3=O)CC2C)c1 (stereo unspecified)	u	u	-0.1%
COc1ccc(Cl)cc1NC(=O)CSc1nnc(C2CC2)n1C	4.5%	-0.9%	-17.3%
Cc1ccc(-n2c(CCc3ccccc3)n[nH]c2=S)cc1C	u	u	3.4%
O=C1NC(c2ccc(Br)cc2)Nc2sc3c(c21)CCC3 (stereo unspecified)	-6.0%	10.8%	-16.0%
Cc1ccc(C(O)c2ncc(-c3ccccc3F)[nH]2)c(C)c1 (stereo unspecified)	u	u	x
Cc1ccc(-c2nc3cnccn3c2Nc2ccccc2)o1	20.6µM*	20.6µM*	-19.5%
Fc1ccc(CNCc2ccccc2Cl)cc1	-19.7%	-0.8%	-7.6%
CCOC(=O)N1CCc2c(sc3c2c(=O)n(CCc2ccccc2)c(=O)n3Cc2c(F)cccc2Cl)C1	u	25.9µM*	-4.8%
COc1cc(-c2nnc(SCC(=O)N3CCCc4ccccc43)o2)cc(OC)c1OC	u	23.1µM*	-1.1%
O=C(CSc1nc2c(c(=O)n1-c1ccc(Cl)cc1)SCC2)NCC1CCCO1 (stereo unspecified)	-8.1%	-9.1%	x
COC(=O)c1cccc(NS(=O)(=O)c2ccc(OC)c(OC)c2)c1C	u	u	-2.3%
C#CCOCCOCCOCCNc1nc(N2CCN(C(=O)CCCCCCCCCCNC(=O)[C@H](CO)n3cc(CCCSC)nn3)CC2)nc(N2CCN(C(=O)CCCCCCCCCCNC(=O)[C@H](CCCCN)n3cc(CCO)nn3)CC2)n1	u	u	-5.3%
COc1ccccc1OCc1ccc(C(=O)Nc2ccc(Cl)cn2)o1	9.8%	-11.1%	18.9%
COC(=O)c1ccc(/C=N/Nc2nc(N3CCCCC3)nc(N3CCCCC3)n2)cc1	-9.5%	-43.8%	-5.1%
O=C(CSc1nc2[nH]ncc2c(=O)[nH]1)Nc1ccc(F)cc1	-14.2%	1.9%	1.3%
CCOc1ccc(S(=O)(=O)NCc2ccccc2OC)cc1	-11.4%	-26.5%	-0.7%
Cc1cc(C)nc(NC(=O)CSc2nccc(C)n2)n1	-2.9%	-8.3%	-28.6%
COc1ccccc1CNS(=O)(=O)CCNCc1ccco1	5.2%	0.0%	x

Some of these compounds in order of length of the SMILES, high to low:
SMILES	TDP1 cell CPT	DT40 TDP1 no CPT	GCN5L2 inh
C#CCOCCOCCOCCNc1nc(N2CCN(C(=O)CCCCCCCCCCNC(=O)[C@H](CO)n3cc(CCCSC)nn3)CC2)nc(N2CCN(C(=O)CCCCCCCCCCNC(=O)[C@H](CCCCN)n3cc(CCO)nn3)CC2)n1	u	u	-5.3%
CCOC(=O)N1CCc2c(sc3c2c(=O)n(CCc2ccccc2)c(=O)n3Cc2c(F)cccc2Cl)C1	u	25.9µM*	-4.8%
COc1ccccc1OCc1ccc(C(=O)Nc2ccc(Cl)cn2)o1	9.8%	-11.1%	18.9%

Molecules above that contain bromine (6):
SMILES	TDP1 cell CPT	DT40 TDP1 no CPT	GCN5L2 inh
O=C(CSc1nc2[nH]ncc2c(=O)n1-c1ccccc1Br)NCc1ccco1	-3.0%	-25.1%	-7.6%
Cc1cc2nc(-c3ccc(F)cc3)c(Cc3cccc(Cl)c3)n2c(C)c1Br	23.1µM*	u	x
Cc1cc2c(=O)oc(-c3ccccc3Br)nc2s1	1.5%	-15.7%	-6.8%
COc1ccccc1CNC(=O)C(C)NS(=O)(=O)c1ccc(Br)cc1 (stereo unspecified)	-10.8%	u	-1.0%
C[C@@H]1CN([C@@H](C)CO)C(=O)c2cc(Br)cnc2O[C@H]1CN(C)Cc1ccc(-c2ccccc2)cc1	u	u	x
O=C1NC(c2ccc(Br)cc2)Nc2sc3c(c21)CCC3 (stereo unspecified)	-6.0%	10.8%	-16.0%

Next compounds follow:
SMILES	TDP1 cell CPT	DT40 TDP1 no CPT	GCN5L2 inh
COc1ccc(COC(=O)N/N=C/c2cccs2)cc1	-18.5%	-11.2%	-0.7%
Cc1ccc(S(=O)(=O)N2CCOCC2)cc1NC(=O)CSCc1c(C)noc1C	-4.5%	0.8%	0.2%
O=S1(=O)N[C@H](Cc2ccccc2)COc2cc(N3CCC[C@H]3CO)ccc21	-21.3%	u	x
Nc1c(N2CCCC2)cc(Cl)c2nonc12	u	u	-11.6%
COc1cccc(C(=O)N2CCCC(c3nc(SCCN4CCOCC4)ncc3C)C2)c1 (stereo unspecified)	u	16.4µM*	x
CCN1C(=O)CSC1=Nc1ccc(C(=O)O)cc1	-8.2%	-22.4%	-4.8%
CCc1ccc2c(c1)NC(=O)C2(C)Cc1ccccc1 (stereo unspecified)	u	u	x
COc1cccc(CN(CC(=O)NCc2ccccc2)C(=O)c2csnn2)c1	1.4%	-21.6%	-4.9%
COc1ccc(-n2c(=O)cnc3cnc(N(C)C)nc32)cc1	23.1µM*	u	-16.3%
Cc1cccc(OCCCC(=O)Nc2ccc(S(=O)(=O)Nc3onc(C)c3C)cc2)c1	10.8%	-5.0%	0.0%
COc1cc(OC)cc(-c2c(-c3ccc(F)cc3)c3cc(Br)ccc3n2C)c1	1.1%	0.0%	-1.6%
Cc1ccc(C(=O)N/C(=C\c2ccc(-c3ccc(Br)cc3)o2)C(=O)NCCCN(C)C)cc1	4.61µM*	3.26µM*	-4.6%
